# Lipid storage S3: qHTS Assay for Lipid Storage Modulators in Drosophila S3 Cells; actives 0.64% (n = 320,000); Drosophila S3 cells, BODIPY lipid droplet fluorescence, 18-24 h; cells fed with added oleic acid; lipid storage change, negative = inhibition, % at the top dose, mostly 46.1 µM; hits show Potency in µM; active = well fitted inhibition curve with a large enough effect in the signal ratio, with a control signal flat, not every such curve was filed as active; inconclusive = small, poorly fitted or top-dose-only effect, or effect the other way, or a change in a side signal; the % refers to the signal ratio
#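 Laser-scanning cytometry quantifies lipid droplet accumulation (500–530 nm total intensity; droplet/cell object ratio) in oleic acid-fed (400 uM added) Drosophila S3 cells treated with a concentration series. 20 uM Triacsin C defined 100% inhibition.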
# Lipid storage S3 cell count max: also measured in Lipid storage S3; calls as there; cell number change, %; measured here: cell count max response;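 cells counted by Cell Tracker Red CMTPX staining in the red channel; peak over a dose series mostly up to 46.1 µM; percent activity relative to internal control wells on each plate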
# Active calls of the source: *; i = inactive; u = inconclusive; x = no result given; [ ] = remark or other dose. % is scaled to controls: 0 for no effect and ±100 for the full control effect; potency is read from the fitted curve at half-maximal effect. A portion of the library; rates above refer to the full screens.
# Each structure is followed by: Lipid storage S3	Lipid storage S3 cell count max
CC1=NN(C(N)=S)C(=O)C1N=Nc1cccc([N+](=O)[O-])c1 (centres undefined)
→ u	x
Cc1cc2occ(CC(=O)N(C)CC(=O)Nc3cccc(F)c3)c2cc1C
→ u	x
CCN(CC)C(=O)Cn1cnc2ccccc2c1=O
→ -0.5%	6.4
CCCNC(=O)CC1C(=O)N(Cc2ccccc2)C(C)c2nc3ccccc3n21 (centres undefined)
→ u	x
O=C(C1CCN(C2CC(=O)N(Cc3ccccc3)C2=O)CC1)N1CCCCCC1 (centres undefined)
→ i	3.4
COc1ccccc1N1CCN(C(=O)CCNC(=O)c2ccco2)CC1
→ u	x
Cn1cc(CN2CCCC(C(=O)c3ccc(-c4ccccc4)c(F)c3)C2)cn1 (centres undefined)
→ 13.1%	-7.2
O=C(Nc1ccc([N+](=O)[O-])cc1)C1COc2ccccc2O1 (centres undefined)
→ -6.5%	-3.6
COc1ccc2[nH]c3c(N4CC(C)OC(C)C4)ncnc3c2c1 (centres undefined)
→ u	x
Cc1ccc(S(=O)(=O)n2c(CN3CCCC(C)C3)nc3ccccc32)cc1 (centres undefined)
→ u	x
N/C(=N\OS(=O)(=O)c1ccccc1)c1ccncc1
→ -3.3%	-0.6
CCCN(CCO)Cc1ccc(Cl)c(Cl)c1
→ u	x
CCOC(=O)N(NC(=O)C(O)(C(C)C)C(C)C)c1ccccc1
→ u	x
COc1ccc(Cl)cc1NCCC(O)c1ccc(F)cc1 (centres undefined)
→ u	x
O=C(COc1ccc(Cl)cc1)N1CCN(C(=O)c2cccc(F)c2)CC1
→ i	-10.1
C/C(CC(=O)Nc1cccc(C(F)(F)F)c1)=N\NC(=O)Cc1ccccc1
→ 5.4%	4.5
Cc1ccc(NC(=O)N(CCCN2CCOCC2)Cc2cccs2)cc1C
→ 16.2%	x
COC(=O)C1(CCSC)NC(c2ccccc2F)C2C(=O)N(c3ccc4c(c3)OCCO4)C(=O)C21 (centres undefined)
→ u	x
Cc1cccc(/C(N)=N/OC(=O)c2cccnc2)c1
→ 7.9%	21.8
CC(C)(C)N1NC2(CCCCC2)NC1=S
→ u	x

# Ordered by length of the SMILES (ascending): some entries from above.
# Each structure is followed by: Lipid storage S3	Lipid storage S3 cell count max
Cc1ccc(NC(=O)N(CCCN2CCOCC2)Cc2cccs2)cc1C
→ 16.2%	x
O=C(Nc1ccc([N+](=O)[O-])cc1)C1COc2ccccc2O1 (centres undefined)
→ -6.5%	-3.6
CCCNC(=O)CC1C(=O)N(Cc2ccccc2)C(C)c2nc3ccccc3n21 (centres undefined)
→ u	x

# Additional compounds
# Each structure is followed by: Lipid storage S3	Lipid storage S3 cell count max
CCOc1ccccc1NC(=O)COn1nnc2ccc(Cl)cc21
→ u	x
O=C(NCC1CCCO1)C1CCC(=O)N1CCc1ccccc1 (centres undefined)
→ 2.7%	-16.7
COc1ccc(NC(=O)C(=O)NCC(c2ccco2)N2CCc3ccccc32)cc1 (centres undefined)
→ 12.0%[0.0737 µM]	-6.1
N/C(=N\OC(=O)c1ccc2c(c1)OCO2)c1ccc([N+](=O)[O-])cc1
→ u	x
CN(C)CCNC(=O)Cn1ccc2cc(S(=O)(=O)N3CCCCCC3)ccc21
→ u	x
O=[N+]([O-])c1ccc(N2CCN(S(=O)(=O)c3ccccc3)CC2)cc1
→ -12.4%	-12.1
O=C(CSc1nc2ccc(Cl)cc2[nH]1)c1ccc2c(c1)OCO2
→ u	x
O=C(NCc1ccc2c(c1)OCO2)C1CCC(CNc2c(N3CCCC3)c(=O)c2=O)CC1 (centres undefined)
→ u	x
C/C(N)=C(/C#N)C(=O)COC(=O)c1cc(-c2cccc(Br)c2)nc2ccccc12
→ u	x
CN1C(=O)N(CC(=O)N2CCN(c3ncccn3)CC2)C(=O)C12CCCCC2
→ u	x
C=CCC(NCc1ccccc1)c1ccccc1 (centres undefined)
→ 1.6%	-2.1
Cc1ccc(Nc2nc3c(s2)CCC3)c(C)c1
→ 6.3%	x
Cc1ccc(Cn2nc(C)c(NC(=O)c3cc(-c4ccco4)on3)c2C)cc1
→ u	x
O=C(CC1CCCC1)Nc1nnc(C2CC2)s1
→ 13.8%	-16.3
Cc1ccc(S(=O)(=O)n2[nH]c(=O)cc2N)cc1
→ 3.0%	13.8
O=C(NCC1COc2ccccc2O1)C1CCC(CNc2c(N3CCCCC3)c(=O)c2=O)CC1 (centres undefined)
→ u	x
CN1CCC(=NNC(=O)CSCc2ccccc2)CC1
→ u	x
COc1ccc(/C=C2/SC(=S)N(CC(=O)O)C2=O)cc1OCc1ccc(Cl)cc1
→ u	x
CN(C)C1(CNC(=O)CC(NC(=O)c2ccccc2Cl)c2ccccc2)CCCCC1 (centres undefined)
→ i	12.9
CC1CCN(C(=O)Cn2nnc(-c3cccs3)n2)CC1
→ 2.1%	5.2

# Among those listed so far, these have a thiophene ring, fused or not:
# Each structure is followed by: Lipid storage S3	Lipid storage S3 cell count max
Cc1ccc(NC(=O)N(CCCN2CCOCC2)Cc2cccs2)cc1C
→ 16.2%	x
CC1CCN(C(=O)Cn2nnc(-c3cccs3)n2)CC1
→ 2.1%	5.2

# One compound at a time, from the list above.
# Cc1ccc(Nc2nc3c(s2)CCC3)c(C)c1 is listed with Lipid storage S3 = 6.3%; Lipid storage S3 cell count max = x
# COc1ccc(NC(=O)C(=O)NCC(c2ccco2)N2CCc3ccccc32)cc1 (centres undefined) is listed with Lipid storage S3 = 12.0%[0.0737 µM]; Lipid storage S3 cell count max = -6.1

# The list continues.
# Each structure is followed by: Lipid storage S3	Lipid storage S3 cell count max
Cc1cccn2c(=O)c3cc(C(=O)NCCN4CCOCC4)c(=N)n(Cc4cccnc4)c3nc12
→ u	x
O=C(NCCS(=O)(=O)N1CCN(c2ccccc2F)CC1)c1cc(=O)c2ccccc2o1
→ i	23.6
O=c1c2ccccc2oc2nc(-c3ccco3)n(Cc3ccccc3)c(=O)c12
→ u	x
COc1cc(C(C)=O)ccc1OCC(O)CN1CCN(c2ccc(C)cc2C)CC1 (centres undefined)
→ u	x
Clc1ccc(/C=N/Nc2nnc(Cl)c3ccccc23)cc1
→ u	x
COc1ccc(CN2CCC(CO)(CCOc3ccccc3)CC2)c(OC)c1C
→ 4.2%	-2.4
COc1ccc(CCNC(=O)CCn2c(=O)c3ccccc3n(CC(=O)NCC3CCCO3)c2=O)cc1OC (centres undefined)
→ 10.8%	9.7
O=C(Cn1cnc2ccccc21)N/N=C/c1cccnc1
→ 1.8%	20.2
COc1ccccc1CCc1nnc(CCC(=O)NC(C)Cn2nc(C)cc2C)o1 (centres undefined)
→ 14.8%	0.9
Cc1ccc2nc(NC(=O)Cn3cc4c(n3)CCCCC4)sc2c1
→ i	x
CC(=O)Nc1ccc(C(=O)OCc2ccc(F)cc2Cl)cc1
→ u	x
COc1ccc(C(=O)N2CCCC(CO)(Cc3ccccc3C)C2)o1 (centres undefined)
→ u	x
CCOc1ccccc1NC(=O)c1nnn(-c2ccc3c(c2)OCCO3)c1N
→ u	x
CCOC(=O)C(CC)Sc1nnc2n1C(C)(C)Cc1ccccc1-2 (centres undefined)
→ 7.1%	-12.6
C=CCNc1nc(N(c2ccccc2)c2ccccc2)nc(-n2ccnc2)n1
→ -16.2%	-15.8
Cc1ccc(C)c(N2CCN(C(=O)CCC(=O)Nc3nnc(CC(C)C)s3)CC2)c1
→ i	-6.8
Cc1ccc(OCC(=O)N(Cc2cccc(Cl)c2)C2CCS(=O)(=O)C2)cc1C (centres undefined)
→ u	x
CC(C)n1cc(CN2CCC(C(=O)Nc3cccc(-c4cscn4)c3)CC2)cn1
→ i	-16.1
O=S(=O)(NCc1ccco1)c1ccc(Cl)cc1Cl
→ u	x
CCOC(=O)c1cc(S(=O)(=O)NC2CCC(C)CC2)cn1C (centres undefined)
→ u	x
COc1ccc(C2=NN(C(=O)c3cccc([N+](=O)[O-])c3)C(c3cccc([N+](=O)[O-])c3)C2)cc1 (centres undefined)
→ u	x
CN(C)Cc1nnnn1-c1ccccc1
→ -5.3%	17.7
N#C/C(=C1\CCCN1)c1nc(-c2ccccc2)cs1
→ u	x
O=C(NC(=S)NC1CCS(=O)(=O)C1)c1ccccc1 (centres undefined)
→ u	x
O=C(OC(C(=O)Nc1ccc(Cl)c(C(F)(F)F)c1)c1ccccc1)C1=COCCO1 (centres undefined)
→ u	x
CC(=O)NCCOc1cccc2ccccc12
→ u	x
Cn1nc(C(=O)NC2CCCC2)c2ccccc2c1=O
→ 15.9%	14.2
Cc1ccc(CNS(=O)(=O)c2ccc3c(c2)NC(=O)CS3)cc1
→ -10.8%	x
CCC(NC(=O)c1ccc([N+](=O)[O-])cc1[N+](=O)[O-])c1ccccc1 (centres undefined)
→ u	x
Cc1cccc(C(=O)O/N=C2/CC3CCC2(C)C3(C)C)c1 (centres undefined)
→ -9.8%	-7.0
CCCc1ccc(-c2cc(C(=O)NN3CCOCC3)c3ccccc3n2)cc1
→ 9.0%	-16.1
COc1ccc2cc(CCNS(=O)(=O)c3ccc(NC(C)=O)cc3)c(=O)[nH]c2c1
→ u	x
Cc1nnc(SCC(=O)NCCN2C(=O)CSC2=O)n1-c1ccccc1
→ u	x
CCOC(=O)c1c(CN2CCN(C)CC2)oc2ccc(OC)cc12
→ u	x
CCOCCn1c(N2CCN(c3ccccc3)CC2)nc2c1c(=O)[nH]c(=O)n2C
→ 0.9%	13.4
COc1ccc(CCNc2ncnc3c2c(C)c(C)n3CCO)cc1OC
→ -24.1%	-9.6
Cc1cc(C(=O)COc2ccccc2C(N)=O)c(C)n1CC1CCCO1 (centres undefined)
→ 0.8%	17.2
O=C(NCCOc1ccccc1)C1CCCCC1
→ u	x
CCCOc1ccc(-c2nc(N)n[nH]2)cc1
→ u	x
CC(=O)Nc1cc2nc(C)n(Cc3ccccc3)c2nc1C
→ u	x
Cc1ccc(Sc2ccc(C(=O)N3CCOCC3)cc2[N+](=O)[O-])cc1
→ -1.3%	-2.1
CCN1CCN(c2cc(C)c3cc(NC(=S)N4CCN(c5ccc(F)cc5)CC4)ccc3n2)CC1
→ -0.1%	-1.5
Cc1ccc(S(=O)(=O)N2CCN(CCOc3ccccc3)CC2)cc1
→ u	x
COc1ccc(CNC(=O)c2cc(COc3c(F)cccc3F)on2)cc1OC
→ 5.8%	1.6
CC(=O)Oc1ccc2c(=O)c(/C=N/c3cc(=O)[nH]c(=S)[nH]3)coc2c1
→ 0.4%	23.9
CC(=O)c1c(-c2ccc(Cl)cc2)c2ccccc2[nH]c1=O
→ u	x
O=C(CSc1ccc([N+](=O)[O-])cc1)NNC(=O)c1ccccc1F
→ u	x
Cn1c(SCC(=O)Nc2cccc(F)c2)nnc1-c1cc2ccccc2o1
→ u	x
C(=C\c1ccccc1)/CSc1nnc(-c2ccccn2)n1Cc1ccco1
→ u	x
Cc1cccc(NC(=O)C(CCC(N)=O)NC(=O)OCc2ccccc2)c1 (centres undefined)
→ -22.3%	17.0
C/C(=N/NS(=O)(=O)c1cccc([N+](=O)[O-])c1)c1ccc2c(c1)OCO2
→ u	x
CN1CCN(CC(=O)Nc2nc3c(s2)CCCC3)CC1
→ 18.7%	x
Cc1ccc(NC(=O)[C@@H]2CCCN2S(=O)(=O)c2ccccc2F)cc1S(=O)(=O)N1CCOCC1
→ u	x
CCC(=O)Nc1ccc(C(=O)NNC(=O)COc2cc(C)ccc2C)cc1
→ u	x
Cc1cc(Br)ccc1SCC(=O)OCC(=O)NC(C)c1ccccc1 (centres undefined)
→ 15.8%	-14.9
COC(=O)[C@]1(C)CCC[C@@]2(C)C3CC[C@]4(OC(C)=O)C[C@@]3(CCC21)CC4=NO (some centres undefined)
→ u	x
CC(C)(C)NC(=O)C(c1ccc(OCC(N)=O)cc1)N(C(=O)c1cccnc1)C1CC1 (centres undefined)
→ u	x
CC(=O)Nc1ccc(N=c2cc([N+](=O)[O-])cc(Cl)n2O)cc1
→ i	-18.7
CCOC(=O)c1c(NC(=O)C(C)S(=O)(=O)c2cn(CC)c3ccccc23)sc2c1CCCC2 (centres undefined)
→ u	x
Cc1ccc(Cl)cc1NC(=O)COC(=O)CN1C(=O)C2CCCCC2C1=O (centres undefined)
→ u	x

# (more compounds)
# Each structure is followed by: Lipid storage S3	Lipid storage S3 cell count max
Cc1ccc(CNC(=O)CN(CCc2ccccc2)S(C)(=O)=O)cc1
→ u	x
CN1C2=CC=CC=CC2=[N+](C)C12C=CC(=[N+]([O-])[O-])C=C2[N+](=O)[O-] (centres undefined)
→ u	x
CCOC(=O)C1CCCN(S(=O)(=O)c2c(C)noc2C)C1 (centres undefined)
→ u	x
COc1ccccc1NC(=S)NCc1ccc2c(c1)cc(C)n2C
→ 23.6%	x
COCC1CCN(C(=O)C2CCC(=O)N(C3CCCCCC3)C2)CC1 (centres undefined)
→ -21.8%	-9.0
N#CC1=C(S)N(c2ccc(F)cc2)C(c2ccco2)NC1=O (centres undefined)
→ u	x
CCOC(=O)CN1N=C(c2ccc(C)cc2)CCC1=O
→ i	23.2
CC(=O)Oc1cccc(NC(=O)c2ccc3c(c2)C(=O)N(CC(C)C)C3=O)c1
→ u	x
CCn1nnnc1SCC(=O)Nc1ccc(N(C)C)cc1
→ u	x
CCN(CC)CCN(C(=O)CN1C(=O)CCC1=O)c1nc2cc3c(cc2s1)OCO3
→ -0.6%	-0.4
COc1ccc(-c2c(C#Cc3ccsc3)c3cc(-c4ccc5c(c4)OCO5)ccc3n2C)cc1
→ u	x
O=C(COc1coc(CN2CCc3ccccc3C2)cc1=O)N1CCOCC1
→ u	x
CC1CCCN(C(=O)c2ccc3nc[nH]c3c2)C1 (centres undefined)
→ -4.3%	8.3

# High-throughput results: PubChem BioAssay, National Center for Advancing Translational Sciences (NCATS)
